EPAC2 antag: qHTS for Antagonist of cAMP-regulated guanine nucleotide exchange factor 2 (EPAC2): primary screen | Potency, µM (highest dose often 114 µM), inactives show at the top dose activity, negative = inhibition, most hits filed as inhibitors | EPAC2 GEF exchange of Rap1B-BODIPY-GDP, fluorescence | hit rate 0.18% among 360,000 | Rap guanine nucleotide exchange factor 4 (Homo sapiens), Q8WZA2 | AID 720708, 2013; also: potency is read from the fitted curve at half-maximal effect; % is scaled to controls: 0 for no effect and ±100 for the full control effect; nearly all actives have a fitted effect of over 45% in size; many of its hits are not listed in these tables
FUS yeast rescue: qHTS for Suppressors of FUS Proteinopathy: Primary screen using FUS-linked yeast assay | S. cerevisiae FUS-expressing, growth rescue, OD600, 24 h | Potency, µM (doses to about 76.6 µM), without a hit: at the top dose growth rescue (activation), most hits filed as activators | hit rate 0.24% among 390,000;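 also: potency is read from the fitted curve at half-maximal effect; plate controls were DMSO vehicle for no effect and reference control for full effect; nearly all actives have a fitted effect of over 55% in size; some results filed as inactive show a strong effect at the top dose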
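S. cerevisiae expressing FUS from galactose induction served as the toxicity model. Growth after 24hr at 30C, read as absorbance at 600 nm, indicates suppression of toxicity; compounds dosed at several concentrations.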
aSyn rescue: qHTS of alpha-syn Inhibitors; Yeast expressing alpha-synuclein, growth rescue, BacTiter-Glo, 24 h; Potency, µM (titrated, usually from 46.1 µM), for the others: at the top dose growth rescue (activation), actives largely listed as activators; hit rate 0.14% among 370,000; also: potency is read from the fitted curve at half-maximal effect; % of control where 0% means no effect; nearly all actives have a fitted effect of over 65% in size
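Galactose-induced alpha-syn yeast (OD600=0.02, raffinose-pregrown) + pinned cpd, 24 hr, 30 deg C; growth by BacTiter-Glo luminescence. Growth restoration scores as activation.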
TDP-43 yeast inh: qHTS of TDP-43 Inhibitors; TDP-43 expressing yeast growth rescue, BacTiter-Glo, 24 h; Potency, µM (series often up to 46.1 µM), inactives show at the highest dose growth rescue (activation), most hits filed as activators; hit rate 1.8% among 410,000; AID 652104, 2013; also: potency is read from the fitted curve at half-maximal effect; % of control where 0% means no effect; nearly all actives have a fitted effect of over 50% in size
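Galactose-induced TDP-43 yeast, OD600=0.02, compound pinned; 24 hr, 30 deg C; BacTiter-Glo luminescence for growth. Inhibitors of TDP-43 toxicity read as activators.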
D3 ag: qHTS of D3 Dopamine Receptor Agonist: qHTS | max activation, % | AID 652048, 2013 | D(3) dopamine receptor (Homo sapiens), P35462 | hit rate 0.58% among 410,000 | D3R DiscoveRx beta-arrestin cells, luminescence, 90 min; in the data active = max activation above about 30%; also: 0% is about no effect; mostly tested at two doses, the higher about 12 µM
Target sequence (P35462 whole entry, looked up): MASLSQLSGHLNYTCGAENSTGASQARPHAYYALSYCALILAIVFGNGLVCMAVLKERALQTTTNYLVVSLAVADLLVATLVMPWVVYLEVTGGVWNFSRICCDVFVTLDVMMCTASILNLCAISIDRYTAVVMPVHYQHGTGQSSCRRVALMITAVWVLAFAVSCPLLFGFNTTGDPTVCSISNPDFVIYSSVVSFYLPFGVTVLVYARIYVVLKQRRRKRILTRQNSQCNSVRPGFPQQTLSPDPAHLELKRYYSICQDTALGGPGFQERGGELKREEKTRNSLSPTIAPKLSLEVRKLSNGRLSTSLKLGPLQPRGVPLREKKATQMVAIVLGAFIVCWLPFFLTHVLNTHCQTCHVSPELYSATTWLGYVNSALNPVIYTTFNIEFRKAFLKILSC
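Agonist-mode cell screen: cells plated at 1500/well and incubated overnight at 37 °C, then exposed to library compounds for 90 min at 37 °C. Detection reagent was added for 30–60 min at room temperature, and luminescence was read.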
D3 antag: qHTS of D3 Dopamine Receptor Antagonist: qHTS. max response, negative = inhibition, %. D3R cells, DiscoveRx beta-arrestin luminescence, antagonist mode; hits give low values. hit rate 2.5% among 360,000. AID 652054, 2013. D(3) dopamine receptor (Homo sapiens), P35462; in the data active = max response below about -50%; inconclusive = no clear call, values can overlap the other calls; also: % is scaled to controls: 0 for no effect and ±100 for the full control effect; mostly tested at two doses, the higher about 12 µM
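Cells plated overnight at 1500 cells/well, then exposed to library compounds with dopamine controls for 90 minutes at 37 degrees C. DiscoveRx reagent added for 30–60 minutes at room temperature; luminescence read, quantitative HTS format.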
Abeta yeast res: qHTS for compounds that reverse cellular toxicity of Amyloid beta (A-beta) peptide in yeast: Primary Screen; Potency, µM (highest dose often 46.1 µM), for inactives: top-dose growth rescue, most hits filed as activators; yeast expressing A-beta42, growth rescue, OD600, 48 h; response scale: 0% DMSO, 100% iron-clioquinol control; hit rate 0.063% among 410,000; also: potency is read from the fitted curve at half-maximal effect; nearly all actives have a fitted effect of over 55% in size
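Growth rescue measured by 600 nm absorbance after 48 h yeast culture at 30 C with compound. Values normalized between DMSO and an equimolar ferric chloride plus clioquinol control.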
EPAC2 ag: qHTS for Agonist of cAMP-regulated guanine nucleotide exchange factor 4 (EPAC2): primary screen; Rap guanine nucleotide exchange factor 4 (Homo sapiens), Q8WZA2; EPAC2 activation, biochemical qHTS; response scale: 100% = 6.5 mM cAMP response; Potency, µM (highest dose often 154 µM), without a hit: at the highest dose activation, actives largely listed as activators; hit rate 0.079% among 360,000; AID 720711, 2013; also: potency is read from the fitted curve at half-maximal effect; nearly all actives have a fitted effect of over 50% in size
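Fluorescence exchange assay: 100 nM EPAC2 with 250 nM RAP1B-BODIPY-GDP and 50 uM GDP; compounds tested as a concentration-titration series (qHTS). Loss of Rap1-bound BODIPY-GDP fluorescence read at 480/540 nm; data normalized to 6.5 mM cAMP.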
Active calls of the source: *; ? = inconclusive; / = no result given; & = joins results of further samples; [ ] = another dose, or the depositor's remark. Unless noted, calls follow the shape of the dose curve; as a rule, active = well fitted curve in the direction sought with a large enough effect; inconclusive = small, poorly fitted or top-dose-only effect, or another doubt; inactive = no such curve, though single readings can be large; an effect the other way counts as inactive or inconclusive.

molecule	aSyn rescue	EPAC2 ag	TDP-43 yeast inh	Abeta yeast res	D3 ag	EPAC2 antag	D3 antag	FUS yeast rescue
CC1(C)CC(=O)c2sc(NC(=O)CCS(=O)(=O)c3ccccc3)nc2C1	4%	10%	?	0%	-2	5%	-28	-13%
CC(=O)c1ccc(NC(=O)C(C)Sc2nnnn2C)cc1 (stereo not given)	2%	7%	-2%	7%	-14	0%	-20	18%
CCC(=O)NNc1nc2c(C)c(C)ccc2s1	4%	-1%	4%	-7%	5	-1%	13	-44%
CC1CC(C)CN(C(=O)CNC(=O)c2sc3ccccc3c2Cl)C1 (stereo not given)	18%	9%	?	-36%[inhibitor]	-2	-12%	-8	22%
CC(C)NC(=O)N(C)C[C@@H]1Oc2cc(C#Cc3ccccn3)ccc2S(=O)(=O)N([C@@H](C)CO)C[C@H]1C	4%	5%	5%	2%	2	1%	14	9%
Cc1cccc(C)c1NC(=O)C1NC(=O)CC1c1ccccc1 (stereo not given)	2%	7%	4%	12%	0	2%	17	-23%
Cc1ccc(C(=O)NCCC(=O)N2CCC3(CC2)NCCc2[nH]cnc23)cc1	0%	-3%	3%	3%	7	-7%	8	12%
OCCNCCCCOc1cccc(Br)c1	3%	-5%	11%	-3%	-26	6%	-27	-9%
NC(=O)CNCCC(c1ccccc1)c1ccccc1	5%&3%	16%	28%	3%	0	-3%	16	-35%
CCOc1ccccc1N1CCN(C(=O)c2cn(CC3CCCCC3)nn2)CC1	3%	6%	?	-14%	1	-2%	-3	/
COc1ccc(OC)c(NC(=O)N2CCCc3ccccc32)c1	10%	2%	?	-10%	-3	-27%	8	1%
COC(=O)c1cc(C#N)c(NCc2ccccc2)nc1C	0%	-15%	-8%	-17%	-9	21%	-12	23%
CN(C)S(=O)(=O)c1ccc(NC(=O)C2CC(=O)N(Cc3ccccc3Cl)C2)cc1 (stereo not given)	0%	1%	-6%	0%	7	-8%	3	25%
COc1ccc(Cn2c(SCC(=O)N3CCN(c4ccc(F)cc4)CC3)nc3ccccc32)cc1	/	/	21%	-7%	-10	/	/	12%
CCCCNC(=O)c1ccc(C)c(NC(=O)C2=C(C)OCCS2)c1	0%	6%	-1%	-2%	-4	15%	-4	-26%
CC(C)c1ccc(S(=O)(=O)c2cc3cc(Br)ccc3oc2=O)cc1	1%	-10%	23%	-6%	4	-2%	15	-17%
Cc1ccc(N2C(=O)[C@@H]3[C@H](C2=O)C2c4ccccc4C=CN2[C@@H]3C(=O)c2ccco2)c(C)c1 (stereo not given in full)	4%	11%	5%	-7%	-2	-5%	?	?
CC(=O)c1cccc(S(=O)(=O)N2CCCC(c3nc4c(nnn4Cc4ccc(C)cc4)c(=O)[nH]3)C2)c1 (stereo not given)	-2%	10%	-12%	5%	-6	5%	-5	?
Cc1cc(N2CCOCC2)nc(C(C)C)n1	-8%	15%	-18%	19%	-2	-2%	-10	16%
COc1ccc(-c2nnc3sc(-c4cccs4)nn23)cc1OC	0%	4%	5%	-15%	2	-1%	27	9%

New compounds follow.
molecule	aSyn rescue	EPAC2 ag	TDP-43 yeast inh	Abeta yeast res	D3 ag	EPAC2 antag	D3 antag	FUS yeast rescue
O=C(NCc1cccs1)c1ccc(CS(=O)Cc2cccc(Cl)c2)o1 (stereo not given)	-2%	7%	-2%	7%	2	-1%	3	0%
CC(=O)Nc1cccc(-c2ccnc3c2CC(C)(C(=O)Nc2cccc(Oc4ccccc4)c2)O3)c1 (stereo not given)	-3%	-3%	7%	0%	-8	-8%	0	?
CC(C)CCNC(=O)NC(=O)COc1ccccc1C#N	-1%	3%	?	10%	-13	-7%	?	5%
CC1(c2ccccc2)NC(=O)N(CC(=O)N2CCN(S(=O)(=O)c3c(F)cccc3F)CC2)C1=O (stereo not given)	-7%	6%	-25%	-5%	2	3%	5	33%
O=C(Nc1ccc2c(c1)OCCO2)c1ccc(Cl)cc1	-6%	5%	-7%	3%	-1	2%	2	-17%
Nc1nonc1-n1nnc(C(=O)N/N=C/C2CC=CCC2)c1CSc1ccccc1 (stereo not given)	-1%	10%	9%	0%	-1	1%	-8	-4%
CCOc1ccc(CN2CCN(C(=O)c3cccc4ccccc34)CC2)cc1	-4%	20%	-19%	-10%	-11	-7%	-22	-16%
CN(C)c1ccc(-n2cccc2/C=C/[N+](=O)[O-])cc1	?	10%	17%[9.22 µM]	-48%[inhibitor]	1	12%	0	-12%
CCN(CCCNC(=O)CCn1c(=S)[nH]c2cc3c(cc2c1=O)OCO3)c1cccc(C)c1	-1%	-7%	-13%	-11%	1	-3%	-19	11%
O=C(NC(Cc1ccccc1)C(=O)O)OCC1c2ccccc2-c2ccccc21 (stereo not given)	2%	-2%	-18%	-2%	-4	-4%	15	19%
COc1ccc(NC(=O)C2CC(c3ccc(OC)c(OC)c3)=NO2)cc1OC (stereo not given)	6%	2%	-7%	18%	19	3%	16	15%
O=C(CSc1nc2c([nH]c3ccccc32)c(=O)n1-c1ccc(F)cc1)N1CCCCC1	-10%	/	0%	-23%	-13	/	/	-16%
O=C(Nc1cccc(Cl)c1)N(CCN1CCOCC1)Cc1ccccc1F	/	13%	18%	-5%	-1	-15%	0	18%
O=S(=O)(NCCSc1ccccn1)c1ccc(Br)cc1	15%	5%	10%	9%	0	-11%	-14	4%
O=C1C(Oc2ccc(Cl)cc2)C(c2ccc3c(c2)OCO3)N1CC1CCCO1 (stereo not given)	2%	18%	4%	-18%	3	-12%[57.1 µM]	45	9%
O=C(NCc1cccnc1)c1cc(C2CCCN(C(=O)C3CCCCC3)C2)on1 (stereo not given)	-6%	6%	26%	-3%	-1	6%	6	-11%
Cc1ccc2c(c1)C(=O)OC1(O)C3C4C=CC(C4)C3C(=O)N21 (stereo not given)	-2%	0%	0%	-1%	6	4%	-8	-13%
O=C(NCCc1ccc(F)cc1)c1coc(=O)c(Br)c1	0%	2%	6%	-17%	-2	0%	-26	-18%
COc1ccc(OCC(=O)Nc2cc(-c3nc4ccccc4o3)ccc2Cl)cc1	/	/	19%	-13%	-6	/	/	-7%
C/C=C/c1ccc2c(c1)O[C@H](CN(C)C(=O)NC1CCCC1)[C@H](C)CN([C@H](C)CO)S2(=O)=O	-2%	13%	19%	0%	-13	-3%	-11	18%

One compound at a time, as listed above:
O=C(NCc1cccs1)c1ccc(CS(=O)Cc2cccc(Cl)c2)o1 (stereo not given) as listed: aSyn rescue: -2%; EPAC2 ag: 7%; TDP-43 yeast inh: -2%; Abeta yeast res: 7%; D3 ag: 2; EPAC2 antag: -1%; D3 antag: 3; FUS yeast rescue: 0%
CCC(=O)NNc1nc2c(C)c(C)ccc2s1 as listed: aSyn rescue: 4%; EPAC2 ag: -1%; TDP-43 yeast inh: 4%; Abeta yeast res: -7%; D3 ag: 5; EPAC2 antag: -1%; D3 antag: 13; FUS yeast rescue: -44%

(continued)
molecule	aSyn rescue	EPAC2 ag	TDP-43 yeast inh	Abeta yeast res	D3 ag	EPAC2 antag	D3 antag	FUS yeast rescue
COc1ccc(-n2cc(CNCCCn3ccnc3)c(-c3cccc(F)c3)n2)cc1	4%	3%	7%	-11%	-4	-1%	-2	-4%
O=c1oc2ccccc2c(NCc2ccccc2)c1[N+](=O)[O-]	-7%	2%	20%	1%	2	9%	-12	/
COc1ccc(NC(=O)c2c(Nc3ccccc3)sc(C(=O)c3ccc(F)cc3)c2N)cc1	0%	8%	10%	11%	-9	-3%	0	/
Cc1ccc(-n2nc(C)c3c(C)cc(=O)[nH]c32)cc1	9%	-11%	-18%	-11%	0	-1%	27	-3%
CCOC(=O)[C@]12CCC=C1N(CCC1=CCCCC1)C(=O)[C@H](CC(=O)NCc1ccc(OC)c(OC)c1)C2	-7%	6%	17%	-17%	7	7%	4	24%
Cc1ccc(C)c(NC(=O)C2(C)CC3c4ccccc4C2c2ccccc23)c1 (stereo not given)	0%	-5%	5%	0%	-2	-8%	9	?
CCn1c(SCC(=O)N2CCCC(C)C2)nc2c1c(=O)n(C)c(=O)n2C (stereo not given)	-6%	-1%	-26%	-5%	12	-5%	33	-7%
CCOc1cc2c3c(c1)C1(C(=O)N3C(C)(C)C=C2C)C(C#N)=C(N)Oc2cc(O)ccc21 (stereo not given)	-5%	12%	13%	17%	-5	-17%	-25	54%
CCc1ccc2oc(C(=O)Nc3cc(C)ccc3C)cc(=O)c2c1	/	/	0%	-10%	6	/	/	6%
Cc1cccc(C)c1NC(=O)C(CCc1ccccc1)N1CCN(C)CC1 (stereo not given)	5%	6%	11%	-1%	0	5%	6	-8%
CC(C)NC(=O)CSc1nnc(C2CC2)n1-c1ccccc1	1%	-2%	9%	14%	4	14%	-51*	-14%
O=C(Cc1ccccc1[N+](=O)[O-])NNC(=O)c1cccs1	0%	-6%	14%	9%	5	12%	10	-9%
Cc1sc2nc(CSC(C)C(=O)Nc3ccc(C#N)cc3)[nH]c(=O)c2c1C (stereo not given)	-2%	5%	-10%	3%	-6	6%	?	53%
CCC1SC(C)C/C(=N/NC(N)=O)C1C (stereo not given)	1%	0%	-2%	18%	0	-4%	-4	-31%

Not all compounds are listed (hit frequency here may not be typical).
